DENV2 CPE rescue – inhibitors of DENV2 cytopathic effect | DENV2-infected cells, cytopathic effect rescue, plate reader | CPE inhibition, % at 9.99 µM | hit rate 1.7% among 350,000 | AID 651640; in the data active = CPE inhibition above about 20%, passing the limit was not always enough; inconclusive = no clear call, values can overlap the other calls; tested in BHK-21 cells;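 also: 0% = median of neutral control wells and 100% = median of positive control wells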
ARNT-TACC3 inh – disrupts binding between human ARNT and TACC3 | hit rate 0.66% among 390,000 | AlphaScreen His-ARNT PAS-B/GST-TACC3 binding, luminescence; TACC3 fragment carries E629A point mutation | inhibition, % at 9.99 µM | Q9Y6A5;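 active = mean inhibition of replicates at least 50% and at least half of replicates each reaching 50%; inconclusive = half or more replicates reach 50% but mean below 50%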;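 also: 0% = complete ARNT plus TACC3 wells and 100% = ARNT alone without TACC3; many hits fall short of the cut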
EWS-Fli block – inhibitors of EWS/Fli oncoprotein transcriptional activity | hit rate 0.67% among 350,000 | A673 NR0B1-luciferase reporter, viability-normalised | AID 651661 | inhibition, % at 12.6 µM;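 active = mean inhibition of at least 50% after viability correction, with every replicate also passing that limit; inconclusive = mean reaches 50% but only one of two replicates passes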;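 also: firefly luciferase signal divided by Alamar Blue viability fluorescence both relative to DMSO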
ERp5 block – ERp5 (human) disulfide isomerase inhibition; hit rate 0.05% among 350,000; ERp5 insulin aggregation, absorbance 650 nm, 90 min; inhibition, % at 9.99 µM; AID 651711; Q15084;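 active = mean replicate inhibition above about 25%, with every replicate also reaching it, limit read from the data, passing the limit was not always enough; inconclusive = only one of those two criteria met; inactive = neither criterion met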
Target sequence (Q15084 whole entry, looked up): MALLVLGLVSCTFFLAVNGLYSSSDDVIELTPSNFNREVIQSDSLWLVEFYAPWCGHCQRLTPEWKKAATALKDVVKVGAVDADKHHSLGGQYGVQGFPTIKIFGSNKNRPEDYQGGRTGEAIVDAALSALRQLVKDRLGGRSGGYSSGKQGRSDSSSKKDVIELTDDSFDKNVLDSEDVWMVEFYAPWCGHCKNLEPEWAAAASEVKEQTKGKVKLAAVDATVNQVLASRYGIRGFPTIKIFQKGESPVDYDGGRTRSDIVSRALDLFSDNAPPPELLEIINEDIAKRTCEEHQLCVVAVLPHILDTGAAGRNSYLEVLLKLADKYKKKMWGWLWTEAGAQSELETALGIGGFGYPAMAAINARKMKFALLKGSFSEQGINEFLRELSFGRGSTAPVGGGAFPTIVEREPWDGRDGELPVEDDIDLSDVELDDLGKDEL
F508del corr – CFTR F508del correction in bronchial cells; hit rate 0.36% among 350,000; CFBE cells, YFP halide quenching; stimulated with forskolin plus potentiator P3; % fluorescence drop versus neutral controls; activity (quench increase), % at 7.58 µM;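 active = mean added fluorescence quench of at least 8% versus neutral control, with both replicates also reaching 8%; inconclusive = only one of the mean or replicate conditions met; inactive = mean below 8% and not both replicates reaching 8%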;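 also: cells transiently co-express mutant CFTR-F508del with the halide-sensitive YFP; corrector assay measuring rescue of mutant channel to the surface after 24 h compound exposure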
INS-1E GSIS act – primary screen for activators of insulin secretion dependent on glucose, INS-1E cells, GLuc reporter luminescence. INS-1E GLuc reporter insulin secretion, 2-3 h. activation, % at 16.6 µM. hit rate 0.61% among 370,000. AID 743287;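 active = lowest replicate activation of at least 40%, so every replicate reaches that level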;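 also: 0% = median of neutral control wells and 100% = median of IBMX positive control wells; some compounds called inactive have numbers as strong as hits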
PAX8 reporter – PAX8 transcriptional activity inhibition; RMG-I TPO-luciferase reporter, SteadyGlo, 24 h; inhibition, % at 12.6 µM; hit rate 1.2% among 360,000; AID 652154;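 active = mean replicate inhibition at least 60% with every replicate also reaching 60%; inconclusive = only one of the two criteria is met; inactive = mean below 60% and not all replicates reaching 60%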;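 also: luciferase light reporting Pax8 driven TPO promoter activity; plate controls were median of neutral control wells for no effect and mitoxantrone controls for full effect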
Xi reactivation – reactivates the inactive X chromosome in mouse fibroblasts; AID 743238; activation, % at 7.58 µM; hit rate 0.055% among 360,000; XiGFP mouse fibroblasts, % GFP-positive cells imaging, 3 d; cells co-treated with 5-aza-dC sensitizer; scaled so ellipticine positive control = 100%;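 active = mean normalized replicate activation at least 10% and every replicate at or above 10%; inconclusive = only one of the two criteria met; inactive = mean below 10% and not all replicates reach 10%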;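 also: 0% = median of on-plate neutral control wells and 100% = ellipticine 6 µM median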
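Assay system: SV40-immortalized XiGFP fibroblast cells, line 68-5-11; buffer or medium: DMEM plus 5-aza-dC sensitizer; compound: one concentration, pinned; timing: compounds 3 days, fix/stain 15 min at room temperature; benchmarks: positive control ellipticine, 6 µM final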
* marks the source's active call; other numbers are inactive results; u = inconclusive; x = no result given.

SMILES	DENV2 CPE rescue	ARNT-TACC3 inh	EWS-Fli block	ERp5 block	F508del corr	INS-1E GSIS act	PAX8 reporter	Xi reactivation
CCCC(C(=O)NC1CCCC1)N(CC1CCCO1)C(=O)CNS(=O)(=O)c1ccc(F)cc1 (stereo not drawn)	11	2	0	3	1.9	-6	-5	x
N#C[C@@H]1N[C@H](CO)[C@H]1c1ccc(-c2cccc(F)c2)cc1	12	8	6	-1	-5.4	5	7	0.0
Cc1cc(Cl)ccc1Oc1ncnc2onc(C)c12	-5	-7	-1	-3	-0.2	-4	12	0.0
COc1ccccc1COC(=O)c1ccc(S(=O)(=O)N2CCOCC2)cc1	2	-5	-2	3	0.0	-3	-6	-0.1
Cc1cc(C)n(CC(=O)NC2CCCCC2C)c(=O)c1C#N (stereo not drawn)	-3	-12	-1	-2	-1.4	29	x	0.2
Cc1nonc1CN(C)C(=O)CC1C(=O)NCCN1Cc1ccccc1C(F)(F)F (stereo not drawn)	5	0	-6	-5	-3.5	-1	-4	0.0
CNC(=O)C[C@@H]1CC[C@H]2[C@H](COc3ccc(NC(=O)Nc4c(C)noc4C)cc3C(=O)N2C)O1	x	x	-4	x	0.4	-3	-11	0.1
O=C(c1cc(F)c(F)cc1Cl)N1CCN(CCc2ccccc2)CC1	0	-3	1	2	-1.2	-16	-4	-0.1
COCc1cn(CC[C@H]2CC[C@@H](NC(=O)Nc3ccc4c(c3)OCO4)[C@@H](CO)O2)nn1	1	-9	2	2	-2.0	-2	-22	-0.4
CC1CCCC(C)N1C(=O)COc1ccc(F)cc1 (stereo not drawn)	4	2	6	-4	3.9	-5	-8	0.0
Cc1ccc(/C=C(\C#N)C(=O)NC(C)C)o1	-4	18	-9	-3	-0.8	-13	-16	0.0
COc1ccccc1NC(NC(=O)c1cccnc1)C(Cl)(Cl)Cl (stereo not drawn)	-3	-8	2	3	0.5	15	4	-0.1
COc1ccc(CNCc2c(O)c(Cl)cc3c(C)c(C)c(=O)oc23)c(OC)c1	-6	-2	-10	4	1.8	18	14	0.4
C[C@@H]1CCCCO[C@@H](CN(C)S(=O)(=O)c2ccc(Cl)cc2)[C@@H](C)CN([C@@H](C)CO)C(=O)c2cc(NC(=O)Nc3ccc(F)cc3)ccc2O1	29*	3	-5	-8	3.2	-3	40	0.2
COc1cccc(CN2[C@H](CO)[C@H]3c4ccccc4N(C(=O)c4ccncc4)C[C@H]32)c1	2	0	4	8	0.8	-1	-9	0.0
CCCCNC(=S)N/N=C/c1cc(C)ccc1C	x	3	x	x	x	-22	9	0.0
CCOC(=O)CSc1nnc(CNC(=O)c2cccs2)n1CCc1ccccc1	7	2	4	-2	1.2	x	x	x
Cc1ccc(Sc2c([N+](=O)[O-])c(C)nn2C)cc1	4	-8	13	7	-1.6	2	-4	0.0
C=CCNC(=O)CN(Cc1ccccc1)S(=O)(=O)c1ccccc1	2	-3	-2	0	0.4	-11	25	0.0
CCOc1cc(C(=O)NC)cc(Br)c1OC	0	-3	2	6	-2.1	-3	-23	0.0
Brc1ccc2nc(-c3ccco3)c(Cc3ccsc3)n2c1	4	x	12	6	-4.5	-14	11	-0.1
CCCCN(C(=O)CC1CCCC1)c1c(N)n(CC(C)C)c(=O)[nH]c1=O	-2	x	-7	0	0.1	0	9	-0.1
CCOC(=O)C1(Cc2ccccc2)CCCN(Cc2cccc(C(C)=O)c2)C1 (stereo not drawn)	-2	-6	10	-3	-1.0	-35	-3	0.2
CC(C)NC(=O)N(C)C[C@@H]1Oc2cc(C3=CCCCC3)ccc2S(=O)(=O)N([C@@H](C)CO)C[C@@H]1C	-2	-1	-15	1	-0.9	4	x	-0.1
CC(CC(=O)Nc1ccc2c(c1)c(=O)n(C)n2Cc1ccc(F)cc1)C(F)(F)F (stereo not drawn)	-11	x	-2	-5	2.2	-11	4	0.0
C[C@@H]1CN([C@@H](C)CO)C(=O)c2cc(NC(=O)Nc3ccc4c(c3)OCO4)ccc2O[C@@H](C)CCCCO[C@@H]1CN(C)S(=O)(=O)c1cccs1	3	-4	-13	0	-0.2	6	-4	-0.1
CCCC#Cc1ccc2c(c1)COc1c3ccccc3nn1-2	1	8	-8	-6	-1.4	15	-129	0.0
Cc1ccccc1CC1(C)C(=O)Nc2ccc(S(=O)(=O)NC3CCCCC3)cc21 (stereo not drawn)	u	x	-5	12	-2.8	-45	13	0.2
CNC[C@@H]1OCCCC[C@@H](C)Oc2ccc(NC(=O)c3ccncc3)cc2C(=O)N([C@H](C)CO)C[C@H]1C	-1	-4	-3	2	0.2	x	-3	x
Cc1cccc(S(=O)(=O)N2CCCCN3[C@@H](CO)[C@H](c4ccc(-c5ccccc5)cc4)[C@@H]3C2)c1	-1	32	-8	-4	-5.6	x	21	x
COc1ccc(NC(=O)COc2ccc(-c3ccccc3)cc2)cc1	14	x	-4	2	2.4	-20	-3	0.0
COc1ccc(C(=O)NCC(=O)N2CCCC(C)C2)cc1OC (stereo not drawn)	2	2	8	1	-2.1	19	0	0.2
C[C@H]1CN([C@@H](C)CO)C(=O)c2cc(NC(=O)Nc3cccc4ccccc34)ccc2O[C@H]1CN(C)C(=O)Nc1cccc2ccccc12	u	20	-13	11	-2.4	4	41	-0.1
COc1ccc(/C=C/C(=O)NC(=S)NNC(=O)c2ccco2)cc1OC	4	-2	12	2	-2.6	32	12	1.0
O=S(=O)(c1ccc(F)cc1)N1CC[C@@H]2[C@@H](CO)Nc3ccc(Br)cc3[C@@H]21	-4	1	-6	-1	-0.6	-23	-45	0.0
COC(=O)c1ccn(CC(=O)NC2CCCCC2)n1	-3	4	-10	2	1.1	x	-9	0.2
CN1CCN(C(=O)/C=C/c2ccc([N+](=O)[O-])o2)CC1	-2	-20	6	0	-1.8	-15	16	0.4
COCC(=O)Nc1ccc2c(c1)C(=O)N(C)C[C@H](OC)[C@H](C)CN(CC1CC1)[C@H](C)CO2	7	-5	-6	-2	2.0	1	-4	-0.1
CC1(C(=O)NS(=O)(=O)C2CC2)CCN(C(=O)c2ccccc2C(F)(F)F)C1 (stereo not drawn)	-5	x	-2	-2	-2.2	-2	11	0.1
Cc1ccc(CN2CCC(C)(Oc3cccc(Cl)c3)C2)cc1 (stereo not drawn)	-1	x	1	1	-1.2	4	4	0.0
O=C(/C=C/Nc1ccc(Cc2ccc(N/C=C/C(=O)C(F)(F)F)cc2)cc1)C(F)(F)F	x	3	x	x	x	-12	-14	-0.1
O=C(CCC1CCCN(C(=O)c2ccsc2)C1)N1CCN(c2ccccn2)CC1 (stereo not drawn)	11	-5	4	2	-0.4	-3	4	0.0
Cc1cc(C)cc(N2CC(C(=O)OCC(=O)Nc3cc(C)on3)CC2=O)c1 (stereo not drawn)	12	2	x	3	-0.1	6	8	0.2
COc1cccc(NC(=S)N(CCc2ccc(OC)c(OC)c2)Cc2ccccn2)c1	1	-4	3	-3	1.7	9	0	0.0
CCS(=O)(=O)N1CC2(CN(C(=O)Nc3c(C)noc3C)[C@@H](CO)c3[nH]c4cc(OC)ccc4c32)C1	-5	x	15	7	-3.8	8	x	0.0
CCc1ccc(OC(=O)c2cccnc2)cc1	3	-4	5	-3	-0.4	9	-5	0.2
COc1ccc(NC(=O)Nc2ccc3c(c2)C(=O)N([C@H](C)CO)C[C@@H](C)[C@@H](CN(C)C(=O)c2ccccc2)OCCCC[C@H](C)O3)cc1	2	2	0	1	0.4	-1	9	-0.5
CO[C@@H]1CN(C)C(=O)c2cc(NC(=O)C3CCC3)ccc2OC[C@H](C)N(C(=O)NC(C)C)C[C@H]1C	9	-4	8	-6	-1.3	-1	-11	-0.6
Cc1cnc(C)c(N2CCN(Cc3nc(-c4cccc(F)c4F)oc3C)CC2)n1	-6	3	10	1	3.1	-15	23	0.2
CCCCCCCN1CCC(=O)N([C@H](CO)CC(C)C)CC1	0	-2	-10	2	0.0	8	13	0.0

Next part:
SMILES	DENV2 CPE rescue	ARNT-TACC3 inh	EWS-Fli block	ERp5 block	F508del corr	INS-1E GSIS act	PAX8 reporter	Xi reactivation
Cc1noc(C)c1NC(=O)Nc1cccc2c1O[C@H](CN(C)Cc1ccc(C(=O)O)cc1)[C@@H](C)CN([C@@H](C)CO)C2=O	-5	-13	-1	-4	0.0	-1	x	0.4
CC(C)NC(=O)N(C)C[C@H]1Oc2ccc(NS(C)(=O)=O)cc2C(=O)N([C@H](C)CO)C[C@H]1C	-8	1	-2	-1	0.3	25	-12	-0.8
Cn1cc(S(=O)(=O)N2CCN(c3cccc(C(F)(F)F)c3)CC2)c(=O)n(C)c1=O	-2	-7	3	-2	3.4	16	-7	0.0
CCCCn1c(N)c(-c2nc3ccccc3o2)c2c([N+](=O)[O-])nn(CC)c(=O)c21	0	-6	0	-6	x	x	12	-0.1
O=C1CCCN1C(=O)COc1cc(F)ccc1[N+](=O)[O-]	-3	-16	14	-2	-1.5	13	2	0.2
CC(C)NC(=O)c1ccc2c(c1)N(CC(=O)NC1CCCCC1)C(=O)C(C)(C)O2	-1	-3	2	-5	1.0	1	-6	0.2
Cc1nn(C)cc1/C=N\NC(=O)c1csc2c1CCCC2	2	-3	-17	5	1.4	9	-21	0.0
CN(C)C(CNC(=O)C1CCN(S(=O)(=O)c2cc(Cl)ccc2Cl)CC1)Cc1ccccc1 (stereo not drawn)	-10	-9	2	2	-1.6	-39	-2	0.0
CC1=C(C(=O)Nc2cc(C(=O)N3CCN(c4cccc(C)c4)C(C)C3)ccc2C)SCCO1 (stereo not drawn)	-3	16	-3	-2	-0.7	-33	8	0.3
Cc1cc(N2CCOCC2)nc2ccc(NC(=O)CCC(=O)N3CCN(c4cccc(C(F)(F)F)c4)CC3)cc12	2	-8	6	-2	-2.9	-20	-11	0.0
C[C@@H]1CN([C@H](C)CO)C(=O)Cc2cc(NC(=O)C3CCCCC3)ccc2O[C@@H]1CN(C)Cc1ccc(Oc2ccccc2)cc1	-3	x	12	1	-1.1	-17	1	0.1
O=C(C[C@@H]1CC[C@H]2[C@@H](COC[C@@H](O)CN2S(=O)(=O)c2ccc(F)cc2)O1)N[C@H]1CCN(Cc2ccccc2)C1	-2	37	17	5	-2.0	-6	-15	0.0
CC=Cc1ccc2n(c1=O)C[C@@H]1[C@@H](CO)[C@H](C(=O)NCC(F)(F)F)N(CCc3ccccc3)[C@H]21 (mixture of isomers)	-7	6	0	20	2.7	9	6	0.0
CCOCc1c(C(=O)OCC(=O)NCc2ccc(F)cc2)oc2ccccc12	-3	-2	9	0	-1.1	9	4	0.0
CC1CC(C)CN(CCCNC(=O)Cn2cccc2C(=O)c2ccccc2)C1 (stereo not drawn)	2	1	-2	1	-0.3	-1	10	0.0
CN1c2ccc(-c3ccccc3F)cc2[C@H]2[C@H](CCN2C(=O)Nc2ccc(F)cc2)[C@H]1CO	u	5	24	-1	-1.5	-8	-18	0.2
O=[N+]([O-])c1ccccc1/C=C/C=N/N1CCCCC1	4	18	-160	-1	1.4	-1	-188	0.2

Gathered by group, the compounds so far containing an aryl thioether with sulfur outside any ring (2)
SMILES	DENV2 CPE rescue	ARNT-TACC3 inh	EWS-Fli block	ERp5 block	F508del corr	INS-1E GSIS act	PAX8 reporter	Xi reactivation
CCOC(=O)CSc1nnc(CNC(=O)c2cccs2)n1CCc1ccccc1	7	2	4	-2	1.2	x	x	x
Cc1ccc(Sc2c([N+](=O)[O-])c(C)nn2C)cc1	4	-8	13	7	-1.6	2	-4	0.0

Source: PubChem

The order is random; any-hit rate near 4.2%.
